KDM5B inhibitor – Primary screen for KDM5B Histone Demethylases FDH-coupled qHTS. Lysine-specific demethylase 5B (Homo sapiens), Q9UGL1. KDM5B demethylase, FDH-coupled NADH fluorescence (FDH is formaldehyde dehydrogenase). Potency, µM (doses to about 57.7 µM), inactives show at the highest dose activity change, negative = inhibition, hits mostly inhibitors. actives 2.6% (n = 220,000). AID 1347165, 2019; active = well fitted inhibition curve with a large enough effect; inconclusive = small, poorly fitted or top-dose-only effect; inactive = no such curve, though single readings can be large or run the other way; note: 0% is about no effect; nearly all actives have a fitted effect of over 70% in size
Target sequence (Q9UGL1 whole entry, looked up): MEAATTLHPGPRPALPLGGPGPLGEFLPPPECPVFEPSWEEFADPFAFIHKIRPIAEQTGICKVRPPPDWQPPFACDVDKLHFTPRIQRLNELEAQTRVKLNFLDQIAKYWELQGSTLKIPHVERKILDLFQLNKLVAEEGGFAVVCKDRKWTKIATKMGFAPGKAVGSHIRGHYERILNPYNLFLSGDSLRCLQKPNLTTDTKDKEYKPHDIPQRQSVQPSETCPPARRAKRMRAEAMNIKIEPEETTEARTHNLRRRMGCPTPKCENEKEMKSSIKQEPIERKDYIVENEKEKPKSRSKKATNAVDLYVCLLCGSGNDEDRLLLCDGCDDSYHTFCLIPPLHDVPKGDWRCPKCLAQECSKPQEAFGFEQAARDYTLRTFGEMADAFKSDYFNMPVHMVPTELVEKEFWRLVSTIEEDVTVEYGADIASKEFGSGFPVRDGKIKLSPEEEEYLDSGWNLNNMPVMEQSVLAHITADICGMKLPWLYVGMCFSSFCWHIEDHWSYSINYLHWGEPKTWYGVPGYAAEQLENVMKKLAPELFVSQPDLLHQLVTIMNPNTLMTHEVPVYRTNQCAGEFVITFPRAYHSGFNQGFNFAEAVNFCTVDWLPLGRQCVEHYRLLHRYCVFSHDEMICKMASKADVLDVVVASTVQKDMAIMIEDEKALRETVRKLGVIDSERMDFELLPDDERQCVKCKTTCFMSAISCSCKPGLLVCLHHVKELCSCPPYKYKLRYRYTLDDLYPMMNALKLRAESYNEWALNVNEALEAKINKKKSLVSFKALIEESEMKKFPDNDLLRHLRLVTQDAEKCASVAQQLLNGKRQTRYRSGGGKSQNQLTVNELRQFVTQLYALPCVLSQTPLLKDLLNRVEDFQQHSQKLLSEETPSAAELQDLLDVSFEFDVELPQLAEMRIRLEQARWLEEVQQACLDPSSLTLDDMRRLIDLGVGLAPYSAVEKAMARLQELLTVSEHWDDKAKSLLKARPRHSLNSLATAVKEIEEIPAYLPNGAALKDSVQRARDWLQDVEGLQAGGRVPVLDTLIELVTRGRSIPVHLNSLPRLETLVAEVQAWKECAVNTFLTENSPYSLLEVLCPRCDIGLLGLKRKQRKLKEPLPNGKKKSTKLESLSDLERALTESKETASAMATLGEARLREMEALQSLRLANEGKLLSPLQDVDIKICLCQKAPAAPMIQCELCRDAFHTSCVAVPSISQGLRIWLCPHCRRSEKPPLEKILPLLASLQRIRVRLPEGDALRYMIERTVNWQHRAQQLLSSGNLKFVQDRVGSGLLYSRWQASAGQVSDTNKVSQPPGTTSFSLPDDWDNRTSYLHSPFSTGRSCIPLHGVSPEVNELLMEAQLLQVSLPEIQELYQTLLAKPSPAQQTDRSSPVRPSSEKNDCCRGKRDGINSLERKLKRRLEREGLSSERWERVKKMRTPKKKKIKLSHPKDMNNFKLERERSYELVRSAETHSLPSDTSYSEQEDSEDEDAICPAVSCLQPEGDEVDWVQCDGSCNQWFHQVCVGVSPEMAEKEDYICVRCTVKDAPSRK
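Coupled FDH/NAD⁺ fluorescence readout. KDM5BΔAP 200 nM final; compound titration, 10 min RT preincubation; substrate mix 12.5 µM H3K4me3, 25 µM 2-OG, 50 µM Fe(II), 100 µM ascorbate, 0.25 mM NAD⁺, 0.25 U/mL FDH; ΔRFU over 30 min.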
* = called active by the depositor; ? = inconclusive; [ ] = remark or other dose. Potency is the fitted concentration of half-maximal effect.

SMILES | KDM5B inhibitor
Cc1ccc(C)c(NC(=O)CN(C)C(=O)c2cc(S(=O)(=O)N3CCOCC3)ccc2N2CCCC2)c1 | ?
Cn1cc(S(=O)(=O)N2CCCC(C(=O)Nc3ccn(Cc4ccc(Cl)cc4)n3)C2)cn1 (stereo not given) | 12%
O=C(c1n[nH]c(=O)c2ccccc12)N1CC(CO)C2(CCNCC2)C1 (stereo not given) | 17%
CCCCN(CC)CCNC(=O)c1cc2c(=O)n(CC)c3ccccc3c2s1 | ?
CC(=O)c1cccc(NC(=O)C2CC3CCCC(C2)C3=O)c1 (stereo not given) | -20%
CN(Cc1ccc(F)cc1)C(=O)NCc1ccccn1 | 22%
Cc1cc2oc(=O)cc(-c3cc4ccccc4o3)c2cc1C | 12%
CCNC(=S)Nc1ccc(C)cc1Br | 17%
CC1=C[C@@H](CNCc2cccnc2)[C@H](C(C)C)C[C@H]1Cc1nnc(-c2ccccc2F)o1 | -9%[86.2 µM]
Cc1cc(C)cc(Nc2c3c(nc4ccccc24)CCC3)c1 | -8%
CCc1noc(-c2nc(Cc3cccc(F)c3)no2)n1 | 0%
OCc1cccc(Nc2nc(-c3ccncc3)nc3ccccc23)c1 | 5%
CCC(C)NC(=O)c1nn(-c2ccc(C)cc2)nc1CO (stereo not given) | ?
CSc1ccc(CCNC(=O)CCCn2c(=O)c3cccn3c3ccccc32)cc1 | ?
CC1=C(C(=O)Nc2cccc(C(F)(F)F)c2)C(c2ccc(C(F)(F)F)cc2)NC(=O)N1 (stereo not given) | -17%
COc1ccc(CNC(=O)CN(c2ccccc2OC)S(=O)(=O)c2ccc(C)cc2)cc1 | -1%
CCOc1ccccc1CNC(=O)c1cc2c(N3CCCC3)nc(C)cn2n1 | ?
COC(=O)c1ccc(COC(=O)CSc2cnc3ccccc3n2)cc1 | 2%
O=C(COC(=O)c1cccs1)c1ccc(OCc2ccccc2)cc1 | -3%
O=C(CC1(O)C(=O)Nc2ccccc21)c1ccc(OC(F)F)cc1 (stereo not given) | 22%
CCC1(C)NC(=O)N(NC(=O)c2nn(C)c(=O)c3ccccc23)C1=O (stereo not given) | 13%
CCn1ccc(C(=O)N2C[C@@H](Oc3cccnc3)C[C@@H]2C(=O)N2CCOCC2)n1 | 18%
Cc1nnc(NC(=O)CSc2nnc3ncccn23)s1 | -3%
Cc1c(Cl)cccc1NC(=O)c1cnc2sc(N3CCOCC3)nn2c1=O | ?
O=C(Nc1ccc(-n2cccn2)c(F)c1)C1CCCN1C(=O)c1ccco1 (stereo not given) | 14%
COc1ccc(CNC(=O)[C@@H](C)C2CC[C@@]3(C)CC[C@H](NC(=O)c4ccc(C#N)cc4)[C@@H](C)[C@@H]3[C@H]2O)cc1 (stereo not given in full) | -6%
CC(=O)Nc1ccc(S(=O)(=O)NCC2CCC(C(=O)NCc3ccccc3)CC2)cc1 (stereo not given) | ?
CCN(CC)c1nc(-c2ccc(C(C)(C)C)cc2)nc2ccccc12 | -27%
Cc1[nH]c2ccc(Cl)cc2c1C | 1%
O=S(=O)(Nc1nc2ccccc2nc1Nc1ccc(F)cc1)c1ccc(F)cc1 | 10%

Overlap with the part before: 5 compounds, then new ones.
SMILES | KDM5B inhibitor
COc1ccc(CNC(=O)[C@@H](C)C2CC[C@@]3(C)CC[C@H](NC(=O)c4ccc(C#N)cc4)[C@@H](C)[C@@H]3[C@H]2O)cc1 (stereo not given in full) | -6%
CC(=O)Nc1ccc(S(=O)(=O)NCC2CCC(C(=O)NCc3ccccc3)CC2)cc1 (stereo not given) | ?
CCN(CC)c1nc(-c2ccc(C(C)(C)C)cc2)nc2ccccc12 | -27%
Cc1[nH]c2ccc(Cl)cc2c1C | 1%
O=S(=O)(Nc1nc2ccccc2nc1Nc1ccc(F)cc1)c1ccc(F)cc1 | 10%
Cc1ccc(C)c(Cn2c(N3CCN(Cc4ccccc4C)CC3)nc3c2c(=O)[nH]c(=O)n3C)c1 | 16%
CCCn1c2ccccc2c2cnn(CC(=O)NCc3ccccc3Cl)c(=O)c21 | ?
COc1ccc(Cl)cc1C(=O)NCCc1noc(C)n1 | -13%
CN1[C@@H](CCC(=O)NCc2cccs2)CNC(=O)[C@@H]2[C@H]1CCN2Cc1ccccc1 | -29%[86.2 µM]
O=C1NC2(CCN(C(=O)c3ccccc3)C2)N=C1c1ccncc1 (stereo not given) | -10%[86.2 µM]
Nc1nc(CCl)nc(Nc2ccc3ccccc3c2)n1 | -12%
O=C(NC1CCCC1)C1CCN(c2ncnc3nc[nH]c23)CC1 | 10%
CCCCCCOc1ccc(CNCc2cc(OC)c(OC)cc2OC)cc1 | ?
COc1ccc(C2CC(=O)Nc3c2c(=O)nc2c(C)cccn32)cc1OC (stereo not given) | -12%
O=C1CCCN1CCCNc1ncccc1[N+](=O)[O-] | -5%
O=C(COc1ccc(F)cc1Cl)N1CCN(C(=O)c2cccs2)CC1 | 1%
CC1CCN(C(c2ccccc2)c2sc3nc(-c4ccco4)nn3c2O)CC1 (stereo not given) | ?
COCCN=C1Nc2ncccc2NC12CCCN(C(=O)c1cccc(OC)c1)C2 (stereo not given) | 32µM*
COc1cc(OC)c(NS(=O)(=O)c2c(C(=O)N3CCC(C)CC3)c(C)n(C)c2C)cc1Cl | -9%
CCN1CCN(S(=O)(=O)c2ccc(NC(=O)CCc3ncc(-c4ccc(F)cc4)o3)cc2)CC1 | 3%

Marked active in KDM5B inhibitor, of those listed so far:
SMILES | KDM5B inhibitor
COCCN=C1Nc2ncccc2NC12CCCN(C(=O)c1cccc(OC)c1)C2 (stereo not given) | 32µM*

Individual results from the entries so far:
Under KDM5B inhibitor, CCN1CCN(S(=O)(=O)c2ccc(NC(=O)CCc3ncc(-c4ccc(F)cc4)o3)cc2)CC1 shows 3%
Under KDM5B inhibitor, COCCN=C1Nc2ncccc2NC12CCCN(C(=O)c1cccc(OC)c1)C2 (stereo not given) shows 32µM*

The list goes on.
SMILES | KDM5B inhibitor
O=[N+]([O-])c1ccc(CN2C[C@H](O)C[C@H]2c2nc(-c3ccc(C(F)(F)F)cc3)no2)cc1 | ?
Cc1cn(CC(=O)N2CCn3nc(Cc4ccccc4)cc3C2)c(=O)[nH]c1=O | -22%
Cc1ccc(NC2=C(c3ccc(C(F)(F)F)cc3)C(=O)c3ccccc32)cc1F | -2%
c1cnc(-c2nc(CC3CCCNC3)no2)cn1 (stereo not given) | -9%
COc1cccc(CN2CCC3(CC2)CC(Cc2nc(C)no2)CCO3)n1 (stereo not given) | 8%
Cc1ccc(Cn2c(CN3CCCC(O)(CO)C3)nc3ccccc32)cc1 (stereo not given) | 12%
COc1ccc(N(C)C(=O)c2nn(-c3ccc(C)cc3)c(=O)n(C)c2=O)c(OC)c1 | -2%
CCC(CO)Nc1nc(-c2ccco2)c2c(c1C#N)CCCC2 (stereo not given) | ?
COc1ccc(CNC(=O)C(=O)NCC(c2ccc3c(c2)OCO3)N2CCOCC2)cc1 (stereo not given) | -13%
CCCC(=O)N1Cc2ccccc2CC2(CCCN2CCC)C1 (stereo not given) | ?
O=C(NCc1ccccc1)C1CCN(c2cnc3nccnc3c2)CC1 | 5%
O=C(COc1ccc([N+](=O)[O-])cc1)Nc1nc2c(s1)CCCC2 | -26%
COc1cc(OC)c(Nc2nc3ccc(C(=O)c4ccccc4)cc3n3c(C)nnc23)cc1Cl | 17%
Cc1ccccc1-c1cc(O)c2c(c1)CN(Cc1ccoc1)CCO2 | 4%
c1ccc(-c2nccc3ccccc23)cc1 | 9%
O=C1NC2(CCN(C(=O)c3ccccc3)C2)Oc2ccccc21 (stereo not given) | 6%[86.2 µM]
CC[C@H](C)[C@@H](N)C(=O)N1CCC2(CC1)Nc1ccccc1NC2=O | ?
Cc1ccc(NC(=O)Cn2c(=O)n(C)c(=O)c3sc(N4CCCC4)nc32)c(Cl)c1 | -11%
COCCN1CCOC[C@H]2CCN(C(=O)c3cccc4[nH]ccc34)C[C@H]21 | ?
COc1ccc(-c2cc(N3CCN(C(=O)c4cc5ccccc5[nH]4)CC3)n[nH]2)cc1 | ?
CC(=O)N1CC[C@H](c2nnc(-c3cccnc3)o2)C1 | ?
CCn1nc(C(=O)N2CCN(S(=O)(=O)c3ccc(C(C)(C)C)cc3)CC2)c2ccccc2c1=O | -4%
CN(C)c1ccc2ncc(Nc3ccc(Oc4ccccc4)cc3)n2n1 | -13%[86.2 µM]
CCc1nnc2n1N=C(c1cccc([N+](=O)[O-])c1)CS2 | -29%
COc1ccc(OC)c(C2CC(=O)c3c([nH]c(C(=O)OCc4ccc(C)cc4)c3C)C2)c1 (stereo not given) | 8%
COC(=O)c1sc2ccccc2c1S(=O)(=O)Nc1cc(OC)ccc1OC | -3%
O=C(CCc1ccnc(N2CCCC2)c1)N1CCN(c2ccccc2)CC1 | ?
COc1cccc(N2C(=O)NC(=NC3CCCCC3)C23CCCN(CC2CCCCC2)C3)c1 (stereo not given) | ?
Brc1cccc(CSc2nc3ncccc3o2)c1 | 8%
CCCOc1cc(OCCC)cc(C(=O)Nc2cccc(-c3nc4ncccc4o3)c2)c1 | 8%

Looked up by compound from the entries so far:
SMILES | KDM5B inhibitor
CC[C@H](C)[C@@H](N)C(=O)N1CCC2(CC1)Nc1ccccc1NC2=O | ?
CC(=O)N1CC[C@H](c2nnc(-c3cccnc3)o2)C1 | ?

(cont.)
SMILES | KDM5B inhibitor
O=C(CSc1nc2ncccc2c(=O)n1-c1ccccc1)NC(=O)NC1CC1 | -1%
CC1(C)C2CCC1(C(=O)Nc1cccc(C(F)(F)F)c1)c1nc(C#N)c(C#N)nc12 (stereo not given) | -7%
CCN1CCN(C(=O)c2cc(-c3ccco3)nc3ccccc23)CC1 | ?
CNC(=O)c1cc2c(n(-c3ccc(C)cc3)c1=O)CC(C)(C)CC2=O | ?
COc1ccc2c(c1)CN(C1CCC(CO)CC1)CC[C@H]1COC(=O)N21 (stereo not given in full) | -20%[86.2 µM]
CC(=O)Nc1cccc(C(=O)NCc2ccc3c(c2)CCN3C(=O)c2ccccc2)c1 | -7%
COc1ccccc1NC(=O)Cn1c(-c2ccc(Cl)cc2)nc(C)c(CCO)c1=O | ?
CCn1c(-c2ccc(OC)c(O)c2)nc2c1c(=O)[nH]c(=O)n2Cc1ccccc1 | -3%
CC(C)(CNC(=O)C1(c2ccccc2)CC1)C(N)=O | 17%
COC(=O)C(CCSC)NC(=O)c1cc2c(n(-c3ccc(C)cc3)c1=O)CC(C)(C)CC2=O (stereo not given) | ?
CC(=O)Nc1cccc(NC(=O)C2(Cc3nc4ccccc4s3)CCCC2)c1 | -4%
CCCC(=O)NC(=S)Nc1cc(-c2nc3ncccc3o2)ccc1C | -4%
Cc1cnc(C2CC2)n1CC1CCN(C(=O)C2CC2)CC1 | -10%
CCC(C)N(CCCNC(=O)Cn1nc(Cc2cccnc2)c2ccccc2c1=O)Cc1ccco1 (stereo not given) | 4%
CCOC(=O)C1=C(C)N(C)C(=O)N(C)C1c1ccc(F)cc1F (stereo not given) | 6%
CC1CCC2(CC1)NC(=O)N(CC(=O)Nc1cccc(S(=O)(=O)N3CCOCC3)c1)C2=O (stereo not given) | -4%
O=C(C1CCN(C(=O)N2CC3CC(C2)[C@H]2CCCC(=O)N2C3)CC1)N1CCCCCC1 (stereo not given in full) | 8%
CN1Cc2c(cc(N3CCOCC3)nc2-c2ccccc2OC(F)(F)F)C1=O | 35µM*
COC(=O)c1ccc2nc(C[C@@H]3C[C@@H](C(C)C)[C@H](CNC(=O)CCCC(=O)O)C=C3C)[nH]c2c1 | -12%
CC(C)(C)Cc1nnc(NC(=O)c2ccc3c(c2)OCO3)s1 | -20%
COc1ccc2cc(C(=O)NCc3ccc4c(c3)CCN4C(=O)c3ccccc3)[nH]c2c1 | 3%
CC(=O)Nc1ccc(C(=O)N2CCN(c3ccc(C=O)cc3)C(=O)C2)cc1 | 9%[115 µM]
CCNC(=O)COC(=O)c1cc(Cl)cc(Cl)c1 | 14%
C(#CC(c1ccccc1)(c1ccccc1)C1CCCCC1)CN1CCOCC1 | -3%
O=S(=O)(c1cccnc1)N1CCC(N(Cc2cccnc2)C2CCOCC2)CC1 | 9%
CCS(=O)(=O)N1CCc2cc(C(=O)Nc3cc(Cl)ccc3C)ccc21 | -8%
O=C([C@@H]1C[C@H](Oc2ccccc2)CN1C(=O)C1CCCCC1)N1CCCC1 | 19%
O=C(Nc1cccc(Cl)c1F)c1nn(Cc2ccccc2)c(=O)c2ccccc12 | -2%
CN(C)CCCNC(=O)c1cc2c(n1C)CCN(Cc1ccc(F)cc1)C2 | -28%
COC(=O)C(NC(=O)c1ccccc1OC)(Nc1nc(C2CC2)cs1)C(F)(F)F (stereo not given) | 7%
CC1CCN(C(=O)[C@@H](C)C2CC[C@@]3(C)CC[C@H](NC(=O)Cc4ccccc4)[C@@H](C)[C@@H]3[C@H]2O)CC1 (stereo not given in full) | 14%
CCc1cccc(C)c1NS(=O)(=O)c1c(C)nc2sccn2c1=O | 2%
CCOC(=O)c1sc(CC(=O)Nc2ccccc2C)nc1C | 0%
CCc1cc(C(=O)N2CCC3(CC2)CC(c2ccccc2)C(=O)N3)cs1 (stereo not given) | 21%

Screens as filed in PubChem BioAssay.

Not all compounds are listed; rates above refer to the full screens.
